Compound activity (PubChem BioAssay)
S1P2 blocker = antagonists of human S1P2 receptor; O95136; cell-based S1P2 antagonist assay, inhibition at 5 uM; inhibition, % at 5 µM; 0.21% of 97,000 active; AID 736; in the data active means inhibition above about 45%;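 further: CRE beta-lactamase reporter cells expressing human S1P2 stimulated with S1P; 0% = agonist at EC80 alone and 100% = agonist plus reference antagonist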
Target sequence (O95136 whole entry, looked up): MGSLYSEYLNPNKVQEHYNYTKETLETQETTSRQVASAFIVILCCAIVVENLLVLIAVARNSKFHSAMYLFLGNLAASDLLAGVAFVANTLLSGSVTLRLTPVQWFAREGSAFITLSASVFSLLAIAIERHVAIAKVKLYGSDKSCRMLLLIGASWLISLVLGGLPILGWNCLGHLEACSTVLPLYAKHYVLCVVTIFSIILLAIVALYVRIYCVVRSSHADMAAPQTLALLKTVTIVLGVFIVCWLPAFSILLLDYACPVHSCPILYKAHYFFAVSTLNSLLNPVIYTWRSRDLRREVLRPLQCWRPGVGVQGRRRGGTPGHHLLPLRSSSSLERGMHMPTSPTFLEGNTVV
S1P2 ag = agonists of human S1P2 receptor; S1P2-expressing cell line, agonist reporter read-out; activation, % at 4.5 µM; 0.46% of 97,000 active; AID 729; in the data active means activation above about 16%;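 further: 0% = vehicle low control and 100% = maximal reference agonist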
LYP act = LYP (human) phosphatase activation. recombinant LYP, DiFMUP fluorescence; 0 = plate median, 100 = signal doubled. activation, % at 2 µM. 0.11% of 96,000 active. Q9Y2R2;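 active means activation at 2 µM above a set limit, the mean plus 5 SD, cut at about 37% in these data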
PostGolgi yeast = growth inhibition of a yeast mutant, post-Golgi transport screen; inhibition, % at 10 µM; AID 739; post-Golgi transport phenotypic cell assay; 0.9% of 98,000 active;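 further: yeast cells grown in 1536-well plates; yeast grown about 18 h at 30C before absorbance read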
LYP inh 2 = LYP (human) phosphatase inhibition. recombinant LYP catalytic domain, DiFMUP fluorescence. inhibition, % at 2 µM. 0.21% of 96,000 active. AID 640;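 active means inhibition at 2 µM at or above a set limit, the screen mean plus 3 SD, cut at about 24% in these data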;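 further: 0% = DMSO with enzyme and 100% = enzyme fully blocked by orthovanadate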
FAK blocker = blocks human focal adhesion kinase activity; inhibition, %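 (tested at 7 µM)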; 0.84% of 97,000 active; AID 727; Q05397; biochemical FAK kinase activity assay; in the data active means inhibition above about 19%;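 further: 0% = DMSO and 100% = reference compound high control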
EphB4 ephrin blk = blocks human EphB4 binding to ephrin-B2; inhibition, % at 7 µM; P54760; EphB4 LBD / TNYL-RAW-Alexa532 peptide, fluorescence polarization; 0.15% of 97,000 active;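 active means inhibition above the screen-wide mean inhibition plus 3 SD, cut at about 15% in these data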;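 further: 0% = DMSO wells and 100% = excess unlabeled TNYL-RAW peptide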
PostGolgi ctrl = inhibits growth of the yeast control strain. efflux-deficient yeast background strain, growth absorbance A615, 16 h. inhibition, % at 10 µM. 5% of 98,000 active. AID 738
Rev-RRE block = disrupts HIV-1 Rev binding to RRE RNA | P05866 | Rev peptide-RRE RNA binding, FRET | inhibition, % at 8 µM | 0.79% of 97,000 active;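 active means inhibition above the screen-wide mean plus 3 SD, cut at about 35% in these data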;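 further: 0% = median DMSO wells and 100% = median Neomycin B control wells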
Target sequence (P05866 whole entry, looked up): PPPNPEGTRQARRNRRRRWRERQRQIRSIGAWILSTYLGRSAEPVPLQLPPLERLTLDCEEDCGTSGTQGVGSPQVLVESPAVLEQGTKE
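System: Cy5-labelled duplex RRE RNA binding fluorescein-labelled HIV Rev peptide; Signal: fluorescein-to-Cy5 FRET, 480 nm excitation; Also added: labelled Rev peptide; Compound: one concentration, 8 µM nominal; Buffer or medium: HEPES pH 7.5 salt buffer with EDTA; Read-out: % inhibition of FRET ratio versus controls; Schedule: 5 min preincubation and 15 min binding, 25 °C.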
The depositor's hits bear a star; . = not tested or not shown. Unless noted, no stated cut-off is given here; in the data, active means inhibition above about 30%; inactive means the rest.

#	Molecule	LYP act	S1P2 ag	PostGolgi ctrl	S1P2 blocker	Rev-RRE block
1	O=C(COc1ccc(-c2nnco2)cc1)N1CCN(S(=O)(=O)c2ccc3ccccc3c2)CC1	11	-5	12	9	-2
2	CC(C)(C)C(=O)Nc1nc(-c2ccccc2)ns1	-9	0	.	9	6
3	O=C1NC(=Nc2cccc(Cl)c2)SC1Cc1cccc(Cl)c1Cl (stereo not drawn)	-4	-7	48*	19	12
4	O=C(Cc1ccccc1)N/N=C/c1ccccn1	8	-5	.	7	2
5	COc1ccccc1C(=O)NCC1CCN(c2ccc(S(=O)(=O)N3CCOCC3)cc2)CC1	10	-4	5	11	10
6	COc1cccc(C(=O)NC(C)C(c2cccs2)N2CCOCC2)c1 (stereo not drawn)	-3	-3	6	2	-1
7	COc1ccc(Cl)cc1S(=O)(=O)NCc1cccs1	-10	-7	11	-9	3
8	CCCOc1ccccc1C1NC(=O)NC(C)=C1C(=O)OCc1ccccc1 (stereo not drawn)	-4	-1	.	-4	16

#	EphB4 ephrin blk	LYP inh 2	FAK blocker	PostGolgi yeast
1	-2	-14	-7	-7
2	4	11	-4	.
3	6	7	2	-7
4	-12	-6	-11	.
5	2	-8	0	-5
6	-4	2	2	-16
7	-2	10	-1	-2
8	4	4	1	.

Next part
#	Molecule	LYP act	S1P2 ag	PostGolgi ctrl	S1P2 blocker	Rev-RRE block
9	Cc1ccc(NC(=O)/C(=C\c2cccc(Br)c2)NC(=O)c2ccco2)cc1	-4	-4	3	29	0
10	Cc1ccc(CNC(=O)C2CCC(CNc3c(N4CCOCC4)c(=O)c3=O)CC2)cc1 (stereo not drawn)	15	-3	-2	-29	6
11	COc1ccc(/C=C2\C(=O)N(c3nc(-c4ccc(Br)cc4)cs3)N=C2c2ccccc2)cc1	-2	0	.	1	5
12	CCCCCC/C(=N\NS(C)(=O)=O)c1ccccc1	3	-3	10	-13	2
13	CCOC(=O)C(Sc1nnc(-c2ccncc2)o1)C(C)=O (stereo not drawn)	2	0	.	-16	2
14	CC1CCN(S(=O)(=O)c2ccc(S(=O)(=O)N3CCCN(Cc4ccccc4)C3)cc2)CC1	0	-3	.	-18	5
15	CC(NC(=O)c1cccnc1)C(c1cccs1)N1CCOCC1 (stereo not drawn)	-8	-5	.	-9	5
16	O=C(c1ccc2c(c1)OCCCO2)c1cccs1	-1	-5	5	11	7

#	EphB4 ephrin blk	LYP inh 2	FAK blocker	PostGolgi yeast
9	5	8	-2	4
10	7	-16	0	-4
11	-2	-1	3	.
12	-1	-2	-1	-2
13	-1	-5	-1	.
14	-8	1	-1	.
15	9	2	0	.
16	0	0	4	0

(list continues)
#	Molecule	LYP act	S1P2 ag	PostGolgi ctrl	S1P2 blocker	Rev-RRE block
17	O=C(NC(=S)Nc1ccccc1O)c1ccc(-c2ccc(Cl)cc2)o1	-3	-2	7	-14	8
18	Cc1cc2c3c(c1)C1(SCC(=O)N1c1ccc(F)cc1)C(=O)N3C(C)(C)CC2C (stereo not drawn)	0	0	33*	-28	7
19	CCOc1cc(C(=O)NCCOC)cc(OCC)c1OCC	8	0	0	-8	-2
20	CCOC(=O)C1=C(C)NC(=O)NC1c1cccc(O)c1 (stereo not drawn)	-5	-7	3	3	5
21	O=C(CNC(=O)Cc1ccccc1)NCC(=O)OCc1ccc(C(=O)c2ccccc2)cc1	10	-6	2	12	11
22	COc1ccc(C2C(C(=O)NC(C)C)c3ccccc3C(=O)N2C)cc1OC (stereo not drawn)	-4	-5	-2	10	-1
23	CC(C)c1ccc(S(=O)(=O)c2n[nH]n3c2nc(=O)c2ccccc23)cc1	-6	-2	57*	1	5
24	COc1ccc(-c2c3c(=O)n(C)c(=O)n(C)c3cn2Cc2cccnc2)cc1	-4	-6	25	5	1

#	EphB4 ephrin blk	LYP inh 2	FAK blocker	PostGolgi yeast
17	-6	9	-2	-4
18	0	4	2	11
19	-1	-10	-5	-7
20	8	4	1	-6
21	1	-6	1	-3
22	-2	4	-3	-3
23	5	6	0	0
24	-1	3	-3	6

(list continues)
#	Molecule	LYP act	S1P2 ag	PostGolgi ctrl	S1P2 blocker	Rev-RRE block
25	CCOC(=O)N1CCC(N2Cc3cccc(C(=O)Nc4ccc(CC)cc4)c3C2=O)CC1	0	-4	34*	-23	9
26	Cc1cc(C)nc(/N=C(/NC(=O)c2ccccc2)Nc2ccccc2)n1	5	-2	9	-4	9
27	Cc1ccc(NC(=O)CC(=O)NCCN2CCOCC2)cc1	-12	-5	4	15	6
28	CCc1c(C)sc(NC(=O)c2cc(C)on2)c1C#N	1	0	2	20	8
29	CCOC(=O)c1nnn(CC(=O)Nc2cccc(OC)c2)c1C(=O)OCC	-5	-5	-3	-4	5
30	CC1=C(C(=O)N2CCCCC2)C2(CCC(C)CC2)OC1=O (stereo not drawn)	-10	-3	-4	8	0
31	O=C(CSc1ncnc2c1oc1ccccc12)Nc1cccc(F)c1	3	1	3	-5	-3
32	CCOC(=O)c1cc(C)sc1NC(=O)CCC(=O)O	1	-5	1	7	10

#	EphB4 ephrin blk	LYP inh 2	FAK blocker	PostGolgi yeast
25	2	0	3	0
26	-2	-4	0	0
27	7	13	2	4
28	9	-2	1	-5
29	-1	8	-2	-3
30	1	9	-2	16
31	-4	-4	-134	0
32	3	2	-4	1

Remaining list, next part:
#	Molecule	LYP act	S1P2 ag	PostGolgi ctrl	S1P2 blocker	Rev-RRE block
33	CC1=CC(c2ccc(Cl)cc2)n2nc(NS(=O)(=O)c3ccc(C)cc3)nc2N1 (stereo not drawn)	15	-1	17	-6	3
34	CCN(CC)S(=O)(=O)c1ccc(N2CCCC2)c(C(=O)OCC(=O)/C(C#N)=C(\C)N)c1	2	-6	9	-21	12
35	Cc1ccc(C)c(Cn2c(C(C)O)nc3ccccc32)c1 (stereo not drawn)	-6	0	12	-13	3
36	Cc1ccc(CNC(=O)CCn2nc(-c3ccc(Cl)cc3)ccc2=O)cc1	9	-2	3	6	-2
37	CCc1nc(N)c(C#N)c(-c2ccccc2OC)c1C	4	-5	4	-2	3
38	O=C(Nc1nc2ccccc2n1CCN1CCCCC1)C1CCCCC1	-3	-9	8	-2	0
39	Cc1ccc(S(=O)(=O)Nc2ccc(NC(=O)CN3CCCCC3)cc2)cc1	7	-8	11	-10	9
40	CC1CCC(NS(=O)(=O)c2ccc3c(c2)n(C)c(=O)c(=O)n3C)CC1 (stereo not drawn)	-10	-6	-15	-2	3

#	EphB4 ephrin blk	LYP inh 2	FAK blocker	PostGolgi yeast
33	-2	-12	-4	1
34	0	1	-3	-3
35	-5	2	0	4
36	-2	-6	-7	2
37	-3	-6	5	31*
38	-7	0	0	9
39	0	-8	-2	-5
40	-15	8	-7	1

6 entries picked at random from the list so far:
#	Molecule	LYP act	S1P2 ag	PostGolgi ctrl	S1P2 blocker	Rev-RRE block
35	Cc1ccc(C)c(Cn2c(C(C)O)nc3ccccc32)c1 (stereo not drawn)	-6	0	12	-13	3
39	Cc1ccc(S(=O)(=O)Nc2ccc(NC(=O)CN3CCCCC3)cc2)cc1	7	-8	11	-10	9
36	Cc1ccc(CNC(=O)CCn2nc(-c3ccc(Cl)cc3)ccc2=O)cc1	9	-2	3	6	-2
38	O=C(Nc1nc2ccccc2n1CCN1CCCCC1)C1CCCCC1	-3	-9	8	-2	0
40	CC1CCC(NS(=O)(=O)c2ccc3c(c2)n(C)c(=O)c(=O)n3C)CC1 (stereo not drawn)	-10	-6	-15	-2	3
37	CCc1nc(N)c(C#N)c(-c2ccccc2OC)c1C	4	-5	4	-2	3

#	EphB4 ephrin blk	LYP inh 2	FAK blocker	PostGolgi yeast
35	-5	2	0	4
39	0	-8	-2	-5
36	-2	-6	-7	2
38	-7	0	0	9
40	-15	8	-7	1
37	-3	-6	5	31*

(cont.)
#	Molecule	LYP act	S1P2 ag	PostGolgi ctrl	S1P2 blocker	Rev-RRE block
41	Cc1nn(C)cc1/C=N\NC(=O)c1ccc2c(c1)c(C)c(C)n2Cc1ccccc1	5	3	15	-100	-5
42	Cn1c(N2CCCCC2)nc2c1c(=O)n(Cc1cccc(Br)c1)c(=O)n2C	4	-3	22	9	5
43	O=C1[C@@H]2[C@H](C(=O)N1Cc1ccco1)[C@H]1C=C[C@@H]2C1	6	-5	-2	9	3
44	Cc1cc(Cl)ccc1OCCCC(=O)N1CCN(C(=O)c2ccco2)CC1	3	-7	6	-6	3
45	O=C(CCCn1c(SCC(=O)NCC2CCCO2)nc2ccccc2c1=O)NCc1ccccc1 (stereo not drawn)	-14	-2	4	-13	13
46	Cc1ccc(-c2nnc3ccc(SCC(=O)Nc4cc(C)on4)nn23)cc1	11	-4	3	3	2
47	CCCC(=O)Nc1nnc(-c2cccc(OCC)c2)s1	-2	-6	-8	11	8
48	CN1CCc2nc(SCc3ccc(C(C)(C)C)cc3)c(C#N)cc2C1	-6	-2	13	6	30

#	EphB4 ephrin blk	LYP inh 2	FAK blocker	PostGolgi yeast
41	-6	-6	1	11
42	4	-3	8	19
43	6	-3	2	-5
44	5	-5	0	3
45	1	14	0	-4
46	2	-12	-2	-3
47	-1	1	-7	-20
48	-3	9	5	-3

Reprinted from the part before: 2 entries; new compounds follow.
#	Molecule	LYP act	S1P2 ag	PostGolgi ctrl	S1P2 blocker	Rev-RRE block
47	CCCC(=O)Nc1nnc(-c2cccc(OCC)c2)s1	-2	-6	-8	11	8
48	CN1CCc2nc(SCc3ccc(C(C)(C)C)cc3)c(C#N)cc2C1	-6	-2	13	6	30
49	CCOCCn1c(SC)nc2c1c(=O)[nH]c(=O)n2C	3	-4	10	13	4
50	COc1ccc(NC(=O)C2C(=O)N(C)C3(C)CC2c2ccccc2O3)cc1 (stereo not drawn)	11	-14	5	13	1
51	COc1cccc(CN2CCCC(C(=O)N3CCCCC3)C2)c1OC (stereo not drawn)	1	0	24	24	-3
52	CC1(C)CCCN(C(=O)N2c3ccccc3Sc3ccccc32)C1	-3	1	4	-20	9
53	CCOc1ccc(CCn2c(-c3ccco3)nc3ccccc3c2=O)cc1OCC	1	11	21	-1	15

#	EphB4 ephrin blk	LYP inh 2	FAK blocker	PostGolgi yeast
47	-1	1	-7	-20
48	-3	9	5	-3
49	-1	-11	0	-4
50	6	-11	0	11
51	-2	-2	2	-2
52	-9	-1	1	-3
53	1	0	-2	13
